# Assay outcomes (PubChem)
# sdo1 growth – growth rescue of sdo1-depleted yeast, primary screen, S. cerevisiae, bone marrow failure model | z-score at 10 µM | S. cerevisiae sdo1-depleted JHY4D growth rescue, OD600 30 h; active compounds read high; pdr5 snq2 efflux-pump mutant strain | AID 817, 2007 | actives 0.21% (n = 140,000);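 active means z-score above 3 at both the 24 hr and the 30 hr optical density reads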;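 further: z-score against mean and SD of all compound wells on the same plate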
# Insulin prom inh – inhibitors of insulin promoter-driven GFP, primary screen, imaging, TRM-6 cells (human fetal islet line), eGFP reporter, cell count | reporter expression induced with tamoxifen | inhibition, % at 2 µM | actives 0.9% (n = 130,000) | AID 1273, 2008;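 active means inhibition above the mean plus 3 SD, with well images judged a real hit on visual review, cut at about 60% in these data, passing the limit was not always enough; inconclusive means inhibition over the cutoff but images rejected on review; inactive means inhibition not above the cutoff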
# sdo1 growth Rescue 24 h – recorded beside sdo1 growth, whose call it bears; z-score; S. cerevisiae sdo1-depleted JHY4D growth rescue, OD600; measured here: growth rescue at 24 h;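 0 is the plate mean of compound wells and units are plate SD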
# Starred values were filed as active, the others as inactive; ? = inconclusive; nt = not tested or not shown. These rows are one share of the data; the hit share may differ from the screen's.
structure	sdo1 growth	sdo1 growth Rescue 24 h	Insulin prom inh
O=C(/C=C/c1ccco1)Oc1ccc(C(=S)N2CCOCC2)cc1	nt	nt	47
CC1CCCCC1NC(=O)COC(=O)c1cc(=O)c2ccccc2o1 (stereo not given)	nt	nt	58
CSc1c(SCc2ccccc2)cnn(Cc2ccccc2)c1=O	-1.4	-1.1	31
O=c1cc(-c2ccccc2)nc(SCc2ccccc2)[nH]1	-1.1	0.92	37
CCN(CC)C(=O)CN(c1ccc(Cl)cc1)S(=O)(=O)c1ccccc1	-0.19	-0.18	11
O=C(CN1CCCC1)OCCCc1ccccc1	0.48	-0.63	-44
COc1ccc(-n2c(C)c([N+](=O)[O-])c3ccc(O)c(CN4CCCCC4)c32)cc1	-0.12	-0.59	-10
Cc1cc(C)c2nc(C(F)(F)F)nc(NCCCN3CCOCC3)c2c1	-1.6	-0.84	-34
CCNC(=O)c1c(NC(C)=O)sc2c1CCCC2	-0.07	-0.21	-31
OC(CNCc1ccc(Cl)cc1)C(F)(F)F (stereo not given)	nt	nt	20
CCOC(=O)c1c(C)nc2c(C)cccn12	0.51	-0.76	-29
C(=N\N1CCN(Cc2cccc3ccccc23)CC1)/c1cccnc1	-0.76	-1.3	12
O=C(Nc1ccc(C(=O)O)cc1)/C(=C\c1ccc2c(c1)OCO2)NC(=O)c1ccccc1	nt	nt	80*
O=C(Nc1cccc2ccccc12)/C(=C\c1cccc([N+](=O)[O-])c1)NC(=O)c1cccs1	-1	-0.76	28
Cc1ccc2nc3c(cc2c1)c(NC(=O)c1cccnc1)nn3C	0.36	0.32	nt
CCOc1ccc(C(=O)Nc2cc(-c3nc4ccccc4[nH]3)ccc2Cl)cc1[N+](=O)[O-]	-0.94	0	48
CC1CCN(S(=O)(=O)c2ccc3c(c2)c(=O)c(C(=O)NCc2ccco2)cn3C)CC1	-0.48	0.69	29
O=C(Nc1ccccc1C(=O)NCc1ccco1)c1ccco1	-0.02	0.07	nt
CSc1ccccc1NC(=O)CSc1nnnn1-c1ccccc1SC	-0.67	-0.42	-60
O=C(CSc1ncnc2ccccc12)Nc1ccc(N2CCOCC2)cc1	1.4	1.7	nt
COc1cc(/C=N/Nc2nc(C)cc(C)n2)ccc1OC(=O)c1ccco1	0.79	0.32	30
CCN1CCN(C(=O)CN(c2ccc(C)cc2)S(C)(=O)=O)CC1	0.03	-0.04	34
O=C(CCNS(=O)(=O)c1cccc2nsnc12)N1CC(=O)N(CCc2ccccc2)C(=O)C1	-0.17	-0.81	-21
CCn1c(=O)cc(SCC(=O)NCCC2=CCCCC2)c2ccccc21	-0.96	-1.1	-20
CC(C)C(C(=O)NC1=NCCS1)c1ccc(Cl)cc1 (stereo not given)	nt	nt	-33
COc1ccc(C(c2nnnn2Cc2cccs2)N2CCN(c3ccccc3)CC2)cc1OC (stereo not given)	-1.3	-0.88	nt
Cc1nn(CC(=O)O)c(C)c1Cl	0.15	-0.11	nt
Fc1ccc(-c2nc3ccncc3[nH]2)cc1	0.49	-0.19	67
O=C(CN1CCOCC1)Nc1nc(-c2ccc3c(c2)CCN3S(=O)(=O)c2ccccc2)cs1	-0.72	-0.46	-15
CC(C)n1nnnc1SCC(=O)N1CCOCC1	0.34	0.53	3

# The closing two entries of the part above open the next one:
structure	sdo1 growth	sdo1 growth Rescue 24 h	Insulin prom inh
O=C(CN1CCOCC1)Nc1nc(-c2ccc3c(c2)CCN3S(=O)(=O)c2ccccc2)cs1	-0.72	-0.46	-15
CC(C)n1nnnc1SCC(=O)N1CCOCC1	0.34	0.53	3
CC(C)(C)C1CCc2c(C(=O)NNC(=O)/C=C/C(=O)O)csc2C1 (stereo not given)	-0.37	-0.58	27
COc1ccccc1-n1c(SC)nc(O)cc1=O	-0.75	-1.1	nt
O=C(O)CCCC(=O)Nc1ccn(-c2ccccc2)n1	0.88	0.76	nt
Cc1ccc(S(=O)(=O)CCC(=O)NCCN2C(=O)S/C(=C\c3ccccc3)C2=O)cc1	0.61	0.54	nt
O=C(O)c1cccc(S(=O)(=O)N2CCSCC2)c1	-0.01	-0.5	nt
Cc1nc2ccc(S(=O)(=O)NCC(=O)N3CCN(c4ccccc4)CC3)cc2s1	-0.38	-1.4	64
CCC(C)NCCOCCOc1ccc(Br)cc1C (stereo not given)	-0.67	-1.4	-8
CC(Sc1nnnn1C)C(=O)Nc1ccc2c(c1)OCCO2 (stereo not given)	nt	nt	29
CCNC(=O)c1nc[nH]c1C(=O)NCC	-0.31	-0.55	11
c1ccn2c(SCc3ccc4c(c3)OCO4)nnc2c1	-0.79	-0.56	nt
COc1ccc(C(=O)Cn2c(Br)nc3c2c(=O)n(C)c(=O)n3C)cc1	-0.16	-0.95	nt
COCCOc1nc2ccccc2nc1C	0.01	-0.92	-4
COc1cc2c(=O)n(CCCN3CCOCC3)c(=S)[nH]c2c(OC)c1OC	0.58	0.28	nt
CN(/C(=N/S(=O)(=O)c1cccs1)c1ccccc1)c1ccccc1	-0.53	-0.79	nt
O=C1OCC(Cn2c3ccccc3c3ccccc32)O1 (stereo not given)	-1.2	-0.26	nt
Cc1cc(C)cc(-n2c(C)cc(C=C(C#N)C#N)c2C)c1	-1.3	-0.45	nt
Cc1onc(-c2ccccc2Cl)c1C(=O)N1CCN(c2nc3ccccc3s2)CC1	0.44	0.63	-44
COc1ccc(CC(=O)Nc2c3c(nn2-c2cccc(C)c2C)CS(=O)C3)cc1 (stereo not given)	0.3	0.12	-70
CCOn1c(=O)c[n+]([O-])c2ccccc21	nt	nt	48
CCOC(=O)c1cnc(N2CCN(C(=O)OCC)CC2)[nH]c1=O	nt	nt	0
c1nc(N2CCOCC2)c2sc3nc(N4CCOCC4)c4c(c3c2n1)CCCC4	nt	nt	35
O=c1[nH][nH]c(C(F)(F)F)c1C=NCc1ccc(Cl)cc1	-0.92	-0.33	-40
Cc1nn(-c2ccccc2)c(Oc2ccc(F)cc2)c1/C=N/n1cnnc1	-0.78	-0.98	nt
Cc1cc(C)n(-c2ccc(C(=O)Oc3ccc4c(c3)OCO4)cc2)n1	0.05	0.22	25
C=CCNC(=O)C12CC3(C)CC(C)(CC(C)(C3)C1)C2	-0.35	-1.1	17
C/C(CC(=O)Nc1ccc(Cl)cc1Cl)=N\NC(=O)C(=O)N1CCCC1	nt	nt	-23
CCn1c2c(c3cc(OCC(C)C)ccc31)CCCC2=O	-0.74	-1.2	71
COC(=O)CSc1ccc(S(=O)(=O)N2CCOCC2)cc1[N+](=O)[O-]	0.95	0.65	nt
CC1CCCCC1NC(=O)CN1C(=O)CSc2cc(S(=O)(=O)N3CCCCCC3)ccc21 (stereo not given)	0.31	0.67	-78
Cc1ccccc1C(=O)c1c[nH]c(C(N)=O)c1	0.69	1	24

# Ordered by molar mass (ascending): 7 of the compounds above.
structure	sdo1 growth	sdo1 growth Rescue 24 h	Insulin prom inh
COc1ccccc1-n1c(SC)nc(O)cc1=O	-0.75	-1.1	nt
CCNC(=O)c1c(NC(C)=O)sc2c1CCCC2	-0.07	-0.21	-31
O=C(Nc1ccccc1C(=O)NCc1ccco1)c1ccco1	-0.02	0.07	nt
CCOC(=O)c1cnc(N2CCN(C(=O)OCC)CC2)[nH]c1=O	nt	nt	0
C(=N\N1CCN(Cc2cccc3ccccc23)CC1)/c1cccnc1	-0.76	-1.3	12
O=C(/C=C/c1ccco1)Oc1ccc(C(=S)N2CCOCC2)cc1	nt	nt	47
O=C(Nc1ccc(C(=O)O)cc1)/C(=C\c1ccc2c(c1)OCO2)NC(=O)c1ccccc1	nt	nt	80*

# The results go on.
# Sequence of screens: sdo1 growth | sdo1 growth Rescue 24 h | Insulin prom inh
C=CCn1c(SCC(=O)N2CCc3ccccc3C2)nc2sc(CC)cc2c1=O
  -0.94 | -0.84 | nt
CC(Sc1nnnn1C)C(=O)Nc1ccc(Oc2ccccc2)cc1 (stereo not given)
  -0.42 | -1 | -22
Cc1sc2ncnc(OCC(=O)N3CCN(S(=O)(=O)c4ccc(Cl)cc4)CC3)c2c1C
  -0.31 | 0.49 | 41
Cc1nc(=O)cc(-c2ccccc2)n1-c1ccccc1
  1.9 | 1.6 | 38
O=C(/C=C/c1ccco1)NC(=S)Nc1ccc(N2CCCC2)cc1
  -1.4 | 0.17 | 18
COc1ccc(C(=O)OCC(=O)N2CCCC2=O)c(OC)c1
  nt | nt | 41
COC(=O)c1sccc1NC(=O)Nc1cccc(F)c1
  nt | nt | -19
CC(=O)c1c(O)cc(=O)n(-c2ccccc2)c1-c1cccc2ccccc12
  1.1 | 0.66 | 7
CC(=O)Nc1ccc(S(=O)(=O)NC2(C(F)(F)F)NC(=O)N(C3CCCCC3)C2=O)cc1 (stereo not given)
  -0.34 | -0.15 | 12
Cc1c(Cl)cccc1-c1ccc(C(=O)N2CCN(c3ccc([N+](=O)[O-])cc3)CC2)o1
  -1 | -0.14 | 35
CN(CCO)Cc1csc2ccc(Br)cc12
  -0.06 | -0.26 | 43
CCCCCCCC(=O)NN=C1CCN(Cc2ccccc2)CC1
  1.6 | 1.8 | -19
O=C(O)C1CC=CCC1C(=O)Nc1cccc(C(=O)N2CCCCC2)c1 (stereo not given)
  0.21 | 1.4 | -388
CCOC(=O)C(NC(=O)N(C)C)(Nc1sc(C)c(CC)c1C#N)C(F)(F)F (stereo not given)
  0.05 | -0.51 | 12
CCOC(=O)c1ccc(Nc2nc(C)cc(C)c2C#N)cc1
  -0.28 | 0.16 | 21
Cc1ccc(S(=O)(=O)NCc2ccc(C(=O)N3CCN(Cc4ccccc4)CC3)cc2)cc1
  -0.66 | 0.69 | -4
COc1cc(Nc2nc3ccccc3n3nnnc23)cc(OC)c1OC
  -1.2 | 0.04 | nt
CCOC(=O)Cc1csc(N/C(=N/S(=O)(=O)c2cc(Br)ccc2OCC)c2ccccc2)n1
  -0.41 | -0.6 | -41
O=C(O)c1oc2ccc(Br)cc2c1-n1cccc1
  nt | nt | -40
O=C(Nc1ccc2oc(-c3cccc(F)c3)nc2c1)c1ccccc1F
  -0.3 | 0.69 | nt

# The listing continues:
# Sequence of screens: sdo1 growth | sdo1 growth Rescue 24 h | Insulin prom inh
O=S(=O)(NCC1CCCO1)c1ccc(S(=O)(=O)N2CCCC2)cc1 (stereo not given)
  1.1 | 1.4 | -3
O=S(=O)(Nc1ccc(S(=O)(=O)N2CCCCC2)cc1)c1ccc(Br)s1
  -0.95 | -1.2 | -62
C/C(N)=C(/C#N)C(=O)COC(=O)c1ccc(O)cc1
  2 | 6.8 | nt
Cc1ccccc1C(=O)OCCN1CCOCC1
  0.7 | -0.32 | -8
NC(CC(=O)OC1CCCCC1)C(=O)OC1CCCCC1 (stereo not given)
  -0.03 | -0.32 | -31
CC1=CCC(/C=N\Nc2nnc3c(n2)[nH]c2ccccc23)CC1 (stereo not given)
  0.65 | 0.08 | nt
CCOc1ccc(NC(=O)Nc2nnc(CC)s2)cc1
  0.33 | 0.28 | -57
COC(=O)c1ccc(NC(=O)CSc2nncc3ccc(OC)c(OC)c23)cc1
  -1.4 | -0.89 | nt
c1ccc(OCCCn2nnc(-c3ccc(N4CCOCC4)cc3)n2)cc1
  1.4 | 1.4 | 3
COc1ccc(Nc2ccc(Cl)cc2)c(C(=O)O)c1
  -0.09 | -0.21 | -21
Cc1c(NC(=O)c2cc3nc(-c4ccc(Cl)cc4)cc(C(F)(F)F)n3n2)c(=O)n(-c2ccccc2)n1C
  -0.42 | 0.63 | -3
O=S(=O)(c1ccc(Nc2ccc3c(c2)OCO3)nc1)N1CCOCC1
  -0.79 | -0.49 | ?
O=C(Nc1ccccc1)Nc1cccc(Cl)c1Cl
  -1.5 | -0.4 | 8
CCSc1nc2ccccc2n1CC(=O)OC
  0.09 | -0.82 | 70
CC(C)(C)c1ccc(C(=O)N/N=C/c2cccc(Cl)c2)cc1
  -1.3 | -0.24 | nt
COCCNC(=O)c1ccc2snnc2c1
  1.3 | 1.1 | -43
O=C(CCCc1cccs1)Nc1nc2c(s1)CCCC2
  -1.5 | -1.1 | ?
CCOc1ccc(CCNC(=O)C2CCCN(S(=O)(=O)c3c(C)n[nH]c3C)C2)cc1OCC (stereo not given)
  0.19 | 0.23 | nt
COc1ccc(C2C(C(=O)Nc3ccccc3)=C(C)Nc3nc(CCCO)nn32)cc1 (stereo not given)
  0.19 | -0.57 | nt
CCCCCn1nc(C)c(/C=N\NC(=O)c2cc(C)oc2C)c1C
  0.47 | 0.4 | 85*

# The list continues:
# Sequence of screens: sdo1 growth | sdo1 growth Rescue 24 h | Insulin prom inh
Cc1n[nH]c(C)c1N1C(=O)c2cccc3c(Br)ccc(c23)C1=O
  0.76 | 1.1 | 37
Cc1ccc(-c2nnc3c4ccccc4c(C)nn23)cc1NC(=O)c1ccco1
  nt | nt | 17
COc1ccc(C(=O)Nc2c(Cl)cc(Cl)cc2C(=O)NCc2ccco2)cc1
  0.79 | 0.95 | 44
CC(C)COC(=O)Nc1nnc(SCc2ccccc2F)s1
  -0.84 | -0.25 | nt
O=C(/C=C/c1cccc([N+](=O)[O-])c1)NCCN1C(=O)S/C(=C\c2ccc(F)cc2)C1=O
  0.06 | 0.81 | 38
O=C(Nc1ccc(N2C(=O)c3cccc4cccc(c34)C2=O)cc1)c1ccc(N2CCCCC2)c([N+](=O)[O-])c1
  0.26 | 0.12 | 19
Cc1ccccc1NC(=O)C(=O)NCCc1ccccc1
  0.59 | 0.32 | 30
COc1cccc(N2CCN(c3ccc(S(=O)(=O)N4CCCC4)cc3)CC2)c1
  0.77 | 0.99 | nt
